GSK3 alpha inh = blocks human GSK-3 alpha kinase; P49840; ADP-Glo luminescence, 60 min; inhibition, % at 10 µM; actives 0.1% (n = 320,000); AID 2650;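 in the data active = inhibition above about 50%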;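 note: GST-tagged GSK-3 alpha with peptide substrate and 25 µM ATP; 0% = DMSO neutral wells and 100% = GW8510 positive control wells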
Target sequence (P49840 whole entry, looked up): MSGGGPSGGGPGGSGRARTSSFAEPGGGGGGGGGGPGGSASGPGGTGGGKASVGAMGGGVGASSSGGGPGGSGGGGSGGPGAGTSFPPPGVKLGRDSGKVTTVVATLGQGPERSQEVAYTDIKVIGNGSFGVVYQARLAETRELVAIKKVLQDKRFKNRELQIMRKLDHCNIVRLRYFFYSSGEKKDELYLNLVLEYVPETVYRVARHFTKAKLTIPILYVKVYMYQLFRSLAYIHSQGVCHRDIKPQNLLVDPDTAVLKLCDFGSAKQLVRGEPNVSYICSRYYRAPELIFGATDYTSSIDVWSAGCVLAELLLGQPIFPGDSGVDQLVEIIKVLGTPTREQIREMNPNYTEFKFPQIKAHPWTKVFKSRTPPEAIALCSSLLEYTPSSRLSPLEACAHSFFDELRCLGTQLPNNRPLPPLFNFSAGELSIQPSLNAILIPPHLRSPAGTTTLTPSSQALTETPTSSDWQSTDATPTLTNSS
HIF act = HIF pathway transcriptional activation; activation, % at 7.5 µM (by protocol); actives 0.32% (n = 300,000); U2OS HRE-luciferase reporter, luminescence; normalized: DMSO 0%, desferrioxamine 100%; AID 1910;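 active = mean activation of at least 10% of the iron chelator positive control signal, with at least half of replicates also reaching 10%; inconclusive = mean and replicate majority disagree about reaching 10%; inactive = mean and most replicates under 10%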
HSP90 inh = inhibitors of HSP90 luciferase refolding in rabbit reticulocyte lysate; luciferase refolding luminescence, 3 h; inhibition, % at 5.6 µM; actives 0.91% (n = 290,000); AID 1789;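 active = inhibition above the screen-wide mean plus 3 SD, computed separately per campaign, cut at about 16% in these data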;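 note: 0% = DMSO wells and 100% = 60 µM geldanamycin wells; inhibitors lower the luminescence because luciferase stays unfolded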
HSF1 inh = HSF1 inhibition | NIH3T3-HGL HSE-luciferase, MG132-induced, luminescence 8 h; hits give low values | activity change, negative = inhibition, % at 7.5 µM (by protocol) | actives 0.77% (n = 300,000) | AID 2098;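 active = more than half of replicate wells show activity change below -50%, luminescence cut by over half; inconclusive = some wells, but at most half, below -50%; inactive = no replicate well below -50%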;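 note: luciferase reports HSF-1 transcriptional activity via heat shock element; 0% = median of DMSO wells and -100% = zero luminescence signal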
GSK3B inh = human GSK3beta kinase inhibition. P49841. GST-GSK3beta kinase, ADP-Glo luminescence, 60 min; hits give low values. activity score (negative = inhibition), % at 10 µM. actives 0.038% (n = 300,000);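 active = more than half of replicate wells score below -50%, meaning over 50% inhibition versus plate controls; inconclusive = some replicates but at most half score below -50%; inactive = no replicate scores below -50%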;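 note: 0% = median DMSO wells and -100% = median GW8510 positive control wells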
Target sequence (P49841 whole entry, looked up): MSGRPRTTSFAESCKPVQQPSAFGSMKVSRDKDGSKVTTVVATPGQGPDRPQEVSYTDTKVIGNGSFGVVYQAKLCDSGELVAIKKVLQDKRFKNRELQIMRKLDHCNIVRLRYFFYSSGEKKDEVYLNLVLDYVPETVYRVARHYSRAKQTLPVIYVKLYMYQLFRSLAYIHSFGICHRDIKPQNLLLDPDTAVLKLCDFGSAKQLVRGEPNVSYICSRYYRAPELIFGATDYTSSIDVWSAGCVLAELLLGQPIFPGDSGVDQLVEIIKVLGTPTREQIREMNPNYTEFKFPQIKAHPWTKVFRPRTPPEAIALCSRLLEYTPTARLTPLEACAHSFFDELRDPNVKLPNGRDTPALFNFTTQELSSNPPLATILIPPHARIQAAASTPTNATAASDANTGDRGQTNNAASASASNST
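Assay system: GST-fused GSK3beta enzyme, cell-free / Medium: Tris pH 7.5 buffer with MgCl2, DTT, BSA, heparin / Also added: peptide substrate plus 25 µM ATP (final) / Compound: 10 µM single point / Timing: kinase reaction with compound 60 min at room temperature / Detection: ADP-Glo luminescence / Benchmarks: DMSO neutral wells and GW8510 at 20 µM as positive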
AI-2 QS modul = modulators of Vibrio harveyi AI-2 quorum sensing system. Vibrio harveyi JMH597 AI-2 luminescence/OD600 ratio, 9 h; hits give low values; strain lacks LuxN and CqsS sensors; 0 = neutral-control median. activity change, % at 7.5 µM. actives 0.4% (n = 300,000). AID 2094; in the data active = activity change below about -75%, passing the limit was not always enough; inconclusive = no clear call, values can overlap the other calls;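 note: luminescence divided by OD600 gain over 9 h not by final OD600 alone; inactives centre near 13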
HSF-1 act = increases HSF-1 driven luciferase reporter signal; activation, % at 9 µM; actives 1.7% (n = 300,000); NIH3T3-HGL HSF-1 luciferase reporter, MG132, 8 h; 100% = twice DMSO control signal;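 active = mean replicate activation of at least 50% with a set share of replicates each reaching 50%; inconclusive = only one of those two conditions met; inactive = mean below 50% and too few replicates reaching it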;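 note: 0% = median of the neutral control wells and 100% = twice that signal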
aSyn UTR inh = MLPCN primary screen, SNCA 5' untranslated region. inhibition, % (tested at 7.5 µM). actives 0.82% (n = 300,000). alpha-synuclein 5'UTR reporter, inhibitor activity; in the data active = inhibition above about 60%; inconclusive = no clear call, values can overlap the other calls;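 note: H4 neuroglioblastoma cells stably carrying SNCA 5'UTR luciferase fusion; 0% = DMSO wells and 100% = positive control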
IEC-6 tox = kills IEC-6 intestinal cells in KLF5 counter-screen; actives 0.78% (n = 290,000); inhibition, % at 5 µM; IEC-6 cytotoxicity, luminescence viability; in the data active = inhibition above about 22%;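 note: 0% = plate median of test compound wells and 100% = cytotoxic reference compound wells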
KLF5 inh = suppresses KLF5 promoter-driven expression | inhibition, % at 5 µM | actives 0.23% (n = 290,000) | DLD-1 KLF5 promoter-luciferase reporter, luminescence;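 active = inhibition above a per-plate limit of that plate's mean compound inhibition plus 3 SD, cut at about 60% in these data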;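 note: 0% = DMSO wells and 100% = LY294002 at 200 µM; higher means less KLF5 promoter-driven luciferase light; inactives centre near -14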
* marks the source's active call; other numbers are inactive results; ? = inconclusive; · = no result given.

entry	compound	HSF-1 act	HSF1 inh	GSK3B inh	IEC-6 tox	aSyn UTR inh	HIF act	KLF5 inh	GSK3 alpha inh	HSP90 inh	AI-2 QS modul
1	COc1ccc(OC)c(C2=NOC(C(=O)Nc3c(C)n(C)n(-c4ccccc4)c3=O)C2)c1 (stereo not drawn)	7	0	-2	·	4	0.1	·	0	·	14
2	CCOc1cc(/C=C/c2cc(C(=O)O)c3ccccc3n2)ccc1O	2	-23	3	6	9	-0.2	20	-4	2	41
3	O=C(NCCCN1CCOCC1)C1CCN(S(=O)(=O)c2ccccc2)CC1	-15	3	6	·	-6	0.2	·	3	·	23
4	COc1ccc(C2C(C(C)=O)=C(O)C(=O)N2c2ccc(Br)cc2)cc1 (stereo not drawn)	33	36	1	5	-41	-18	-46	-2	-5	-9
5	C[C@H]1CN=C2N(CCNC(=O)CCC3CCCCC3)[C@H](Cc3ccc(O)cc3)CN21	-16	7	-2	-4	8	-1.2	17	1	2	15
6	N#Cc1ccc(CSc2nnc(-c3cccnc3)o2)cc1	5	-9	-1	-4	-28	-0.1	0	2	-4	?
7	Cc1cc(C(=O)N/N=C/c2ccc(-c3cccc(Cl)c3Cl)o2)n[nH]1	-16	-6	2	-2	3	0.3	-16	3	-3	13
8	COc1ccccc1NC(=O)COC(=O)C1C2CC3OC(=O)C1C3C2 (stereo not drawn)	-7	0	1	-2	6	-1.2	-39	-1	0	21
9	O=C(O)Cn1ncc2ccccc2c1=O	6	-3	1	4	11	-0.1	-11	-1	4	3
10	CCCCC(CCC(=O)O)(C(=O)OCC)c1csc(N)n1 (stereo not drawn)	0	-3	7	2	-3	0.0	-16	-9	-2	1
11	O=C(c1cnc2n(c1=O)CCS2)N1CCCc2ccccc21	2	-1	2	2	-7	-0.2	-13	2	-4	4
12	COc1ccc(CNC(=O)c2ccc(NC(=O)C3CCCO3)cc2)cc1 (stereo not drawn)	15	0	2	1	-4	-0.3	-8	2	0	14
13	CCOC(=O)c1c(NC(=O)C2c3ccccc3Oc3ccccc32)sc(C(N)=O)c1C	19	10	2	-8	-2	-0.3	-37	-1	-2	4
14	O=C(O)CCC(=O)Nc1ccc(OCC2CCCO2)cc1 (stereo not drawn)	-3	-5	0	-5	-2	2.9	5	0	1	18
15	O=C(NCc1ccco1)c1ccc(=O)oc1	-3	-1	-7	0	2	0.0	-10	-1	1	11
16	COc1cc(/C=C(/C#N)c2nc3ccccc3[nH]2)ccc1Oc1ncccc1[N+](=O)[O-]	9	14	3	-10	-24	1.0	-34	0	0	14
17	O=C(NC1CCCCC1)N1CCC(c2nc3ccccc3[nH]2)CC1	-2	-5	-3	5	4	-0.1	3	2	2	8
18	CC(C)Cc1nc(SCC(=O)NCc2ccccc2)n[nH]1	6	-1	3	-4	-1	-0.8	-24	1	0	18
19	O=C(Oc1ccc(Cl)c2cccnc12)c1cccnc1	2	-6	3	8	15	-1.6	23	0	0	55
20	CCC(=O)Nc1cccc(-c2cnc3ccccc3n2)c1	27	2	0	0	-122	5.1	-163	3	-5	24
21	Cc1ccc(-n2nnnc2SCC(=O)N2CC(=O)Nc3ccccc32)cc1	15	7	-1	-1	13	-0.2	-19	0	-1	-14
22	Cc1ccc(S(N)(=O)=O)cc1NC(=O)/C=C/c1ccc2c(c1)OCO2	38	1	-1	5	-11	0.5	-23	-2	2	27
23	COc1ccccc1N1CCN(C(=O)CN2C(=O)c3ccccc3C2=O)CC1	-13	-2	-12	-6	15	-0.1	-9	-7	0	2
24	COc1cc(CNCCN2CCOCC2)ccc1OCC(=O)NC(C)(C)C	1	-1	1	6	1	-0.8	-19	1	-1	14
25	Cc1cc(-n2c(=O)c(C#N)cc3c(=O)n4cccc(C)c4nc32)no1	4	-11	2	1	9	-0.2	-1	1	7	9
26	COc1ccc(NC(=O)C2=CC(c3cccs3)=NS(=O)(=O)N2C)cc1	-21	-18	-2	5	23	0.0	3	-2	-2	16
27	O=C(O)c1ccc2c(c1)C(=O)N(C(Cc1ccc(O)cc1)C(=O)O)C2=O (stereo not drawn)	17	-7	-1	9	3	0.8	-23	-2	3	0
28	CCOc1ccc2oc(=O)cc(C)c2c1	19	2	0	-3	-29	0.6	-48	0	2	5
29	CC(O)CNc1nc2ccccc2n1-c1ncnc2sc3c(c12)CCC3 (stereo not drawn)	4	8	0	-3	-7	-0.2	-22	2	-1	2
30	Nc1nc(CSCCO)nc(Nc2ccc(F)cc2)n1	8	-1	0	4	-34	1.0	-21	·	-2	-9
31	Cc1ccc(CNC(=O)c2ccc3nc4[nH]c5ccccc5c4nc3c2)cc1	-77	-76*	3	3	28	0.0	-14	·	-6	23
32	O=C(Cc1ccc(Cl)c(Cl)c1)OCC(=O)c1ccc[nH]1	-5	-4	0	0	15	-0.6	-20	-13	2	-36
33	CCCCN1C(=O)C2ON(c3ccccc3C)C(c3ccco3)C2C1=O (stereo not drawn)	4	1	-1	2	34	-0.8	8	1	7	17
34	CCCCC(CC)C(=O)Nc1cc(C(=O)NCCC)ccc1N1CCC2(CC1)CC(c1ccccc1)=NO2 (stereo not drawn)	-12	-2	0	-4	14	-1.0	1	-2	0	28
35	O=C(Nc1cccnc1Cl)c1cc(-c2cccc(Cl)c2)on1	-12	0	-1	4	-57	-0.4	-6	-3	5	10
36	Cc1ccc(Cl)cc1N1CCN(C(=O)c2ccc3c(c2)CCN3S(C)(=O)=O)CC1	-2	-3	-1	4	24	-0.2	3	·	10	11
37	O=C(CN1C(=O)c2ccccc2C1=O)Nc1sc2c(c1C(=O)NCC1CCCO1)CCC2 (stereo not drawn)	-4	-1	0	0	8	0.0	-4	·	-1	28
38	O=C(O)COc1ccccc1C1C2C(=O)N(c3ccccc3)C(=O)C2ON1c1ccccc1 (stereo not drawn)	-6	-6	-3	-10	8	0.4	-24	-4	-1	42
39	CC(=O)c1ccc(NC(=O)C(C)OC(=O)CCN=C2NS(=O)(=O)c3ccccc32)cc1 (stereo not drawn)	2	4	2	·	0	0.2	·	-2	·	14
40	COC(=O)c1cccc(NC(=O)CSc2nnc(-c3ccco3)o2)c1	18	13	1	-1	-25	-0.1	-21	-2	-3	13
41	CCCN(C(=O)c1c(CC)noc1C)c1c(N)n(Cc2ccccc2)c(=O)[nH]c1=O	1	-2	6	·	2	-2.3	·	0	·	22
42	O=C(C1=C[C@@H](c2ccc3c(c2)OCO3)C[C@@H](OCc2ccc(CO)cc2)O1)N1CCOCC1	19	1	2	-6	-14	-2.1	-8	0	4	38
43	O=C(NCc1cc(C(F)(F)F)cc(C(F)(F)F)c1)C1CC(c2ccc(C(F)(F)F)cc2)=NO1 (stereo not drawn)	-14	-2	1	·	14	-0.2	·	1	·	12
44	C/C(=C\C(=O)O)C12CC3CC(CC(C3)C1)C2	1	1	0	0	13	-1.5	-20	2	6	42
45	c1ccc(-c2nc(-c3cccnc3)cs2)cc1	21	9	-2	7	-109	-14	-63	-1	-6	20
46	Cc1ccnc2nc(C(=O)Nc3nnc(CC(C)C)s3)nn12	-9	-3	3	9	4	0.1	-34	-3	1	?
47	CC(=O)Nc1ccc(NC(=O)CSc2ccc3nnc(CCNC(=O)c4ccccc4)n3n2)cc1	-21	-3	2	0	-5	-0.2	-39	-1	0	4
48	CS(=O)(=O)Nc1cccc(C2=NN(C(=O)c3ccco3)C(c3ccco3)C2)c1 (stereo not drawn)	10	3	0	-1	-12	1.2	-17	-3	-2	13
49	CCOC(=O)C1NN=C(C(=O)c2ccccc2)C1c1ccc(Cl)cc1 (stereo not drawn)	38	24	0	2	9	0.0	8	-1	3	8
50	NC(=S)N/N=C/c1ccccc1	1	2	8	-2	18	0.1	-9	·	5	5
51	Cc1ccccc1NC(=O)OCc1cccnc1Oc1ccc(Cl)cc1	38	10	0	1	21	-0.4	-22	0	1	93
52	N#Cc1ccc(C(=O)OCC(=O)NC2CCCC2)cc1	-6	-1	-2	-5	-1	-1.3	-40	-1	-6	15
53	Cn1nc(-c2ccc(N3CCCCC3)c(NC(=O)c3ccco3)c2)c2ccccc2c1=O	-7	-8	-2	-1	67*	-0.9	-20	-1	2	9
54	CCOc1ccc(NC(=S)N(CCc2c(C)[nH]c3ccc(C)cc23)Cc2ccco2)cc1	-1	3	2	1	-2	-0.2	3	-2	-4	8
55	CCOC(=O)C1=C(c2ccccc2)NC(=O)NC1c1ccc(N(C)C)cc1 (stereo not drawn)	7	-1	1	6	14	-0.1	14	-1	1	14
56	CCCC(=O)Nc1ccc(N2CCN(C(=O)CCC)CC2)cc1	-3	5	0	2	28	-0.2	-29	0	0	10
57	CCOC(=O)c1sc2nc(NC(=O)C(C)(C)C)sc2c1C	34	23	-6	-20	-135	3.4	-131	0	11	34
58	Clc1ccc2c(c1)-c1[nH]ncc1CS2	1	2	-4	0	-8	-0.1	9	0	0	24

Screening data deposited in PubChem by several laboratories.
